Hck-Nef inh – inhibitors of Nef-activated human Hck kinase, primary screen, biochemical, Z-Lyte FRET, 384-well, Hck-YEEI; Tyrosine-protein kinase HCK (Homo sapiens), P08631; Recombinant Hck-YEEI plus Nef, Z-Lyte FRET kinase assay; inhibition, % at 20 µM; hit rate 0.68% among 220,000;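 active means Hck-Nef kinase inhibition above about 50%, limit read from the data; inactive means inhibition below that limit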;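 further: 0% = DMSO with Hck plus Nef and 100% = Hck alone without Nef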
PGE2 EP2 inh – human EP2 receptor antagonists, primary screen, TR-FRET cAMP, C6 glioma cells. inhibition, % at 25 µM. C6 glioma cells expressing human EP2; cells stimulated with saturating PGE2. Prostaglandin E2 receptor EP2 subtype (Homo sapiens), P43116. hit rate 0.52% among 260,000;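 active means percent inhibition above 40 after rounding to a whole number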;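 further: rat C6 glioma host cells with rolipram phosphodiesterase inhibitor present; the protocol text gives 20 µM as final concentration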
Target sequence (P43116 whole entry, looked up): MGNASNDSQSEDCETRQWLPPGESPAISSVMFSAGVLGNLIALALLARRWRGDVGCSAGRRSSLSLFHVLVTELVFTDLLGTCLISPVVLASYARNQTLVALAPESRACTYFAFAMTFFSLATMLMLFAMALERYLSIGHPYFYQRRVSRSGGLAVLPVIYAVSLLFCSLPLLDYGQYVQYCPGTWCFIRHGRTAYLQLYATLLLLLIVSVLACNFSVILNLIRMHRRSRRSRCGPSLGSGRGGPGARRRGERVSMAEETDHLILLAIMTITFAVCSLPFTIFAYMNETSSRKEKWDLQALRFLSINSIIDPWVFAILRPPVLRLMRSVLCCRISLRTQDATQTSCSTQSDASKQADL
Runt-CBFb FRET – inhibitors of RUNX1 Runt–CBFb binding, primary screen, biochemical, FRET, Cerulean-Runt, Venus-CBFb, uHTS. Cerulean-Runt/Venus-CBFb FRET ratio 530/480, 1 h. inhibition, % at 20 µM. hit rate 0.46% among 220,000. AID 1496, 2009;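 active means inhibition over about 50% at 20 µM in the single-dose screen, limit read from the data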;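 further: 0% = DMSO wells and 100% = excess unlabeled CBFb competitor control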
Target sequence (Q01196 whole entry, looked up): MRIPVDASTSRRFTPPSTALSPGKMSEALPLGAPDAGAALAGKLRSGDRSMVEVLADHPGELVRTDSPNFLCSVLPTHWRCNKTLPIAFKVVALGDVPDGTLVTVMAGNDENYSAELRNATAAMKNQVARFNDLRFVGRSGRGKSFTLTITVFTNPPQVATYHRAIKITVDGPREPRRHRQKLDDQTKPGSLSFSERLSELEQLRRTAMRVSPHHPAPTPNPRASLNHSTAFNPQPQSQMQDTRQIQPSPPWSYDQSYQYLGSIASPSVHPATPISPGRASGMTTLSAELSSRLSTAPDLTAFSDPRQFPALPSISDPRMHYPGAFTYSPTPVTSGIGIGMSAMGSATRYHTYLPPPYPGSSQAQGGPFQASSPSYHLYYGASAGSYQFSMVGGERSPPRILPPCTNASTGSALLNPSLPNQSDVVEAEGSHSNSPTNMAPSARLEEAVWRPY
Target sequence (Q13951 whole entry, looked up): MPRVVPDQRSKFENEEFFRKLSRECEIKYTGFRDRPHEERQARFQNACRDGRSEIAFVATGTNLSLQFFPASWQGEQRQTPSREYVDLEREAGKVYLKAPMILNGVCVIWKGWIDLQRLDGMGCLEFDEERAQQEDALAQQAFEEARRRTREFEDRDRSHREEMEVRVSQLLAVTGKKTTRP
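System: Cerulean-labeled Runt domain protein | Quantity: 100 nM of each labeled protein | Schedule: 1 h compound exposure, room temperature | Detection: Fluorescence energy transfer, 422 nm excitation, 530/480 nm emission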
zVAD death inh – inhibitors of zVAD-triggered necroptosis, primary screen, L929 cells; hit rate 0.38% among 220,000; L929 zVAD necroptosis rescue, ATP luminescence, 24 h; with zVAD 60 µM; AID 1377, 2008; viability rescue, % at 10 µM;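 active means activation, scaled between plate controls, above about 75%, limit read from the data; inactive means activation under that limit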;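 further: 0% = zVAD with DMSO and 100% = DMSO alone without zVAD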
RBBP9 inh – human RBBP9 inhibitors, primary screen, biochemical, fluorescence polarization, FP-Rh probe, HTS; Serine hydrolase RBBP9 (Homo sapiens), O75884; recombinant RBBP9; inhibition, % at 7.94 µM; hit rate 0.2% among 220,000; AID 1515, 2009;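 active means inhibition above the campaign mean of all tested compounds plus 3 SD, cut at about 14% in these data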;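 further: plate controls were DMSO wells with RBBP9 for no effect and wells lacking RBBP9 protein for full effect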
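Controls: DMSO-treated enzyme wells and wells lacking RBBP9 | Material: RBBP9 protein | Technique: Fluorescence polarization | Replication: Single well per compound, no replicates | Buffer or medium: Tris-NaCl-Pluronic buffer, pH 8.0 | Timing: 30 min compound preincubation, 45 min probe labeling, 25 °C | Read-out basis: Percent inhibition from mP, scaled between DMSO and no-protein wells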
TNF death inh – inhibitors of TNF-alpha triggered necroptosis, primary screen, cell-based, Jurkat FADD-/-, single concentration; AID 463075, 2010; hit rate 0.068% among 220,000; activation (protection from cell death), % at 10 µM; Jurkat FADD-/- TNF necroptosis rescue, ATP luminescence, 24 h; 0 = TNF only, 100 = no-TNF cells;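 active means activation, meaning protection from cell death, of at least 50% relative to plate controls; inactive means activation below 50%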;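 further: necroptosis triggered by 40 ng/mL TNF-alpha added together with compound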
EP2 mod – EP2 receptor modulators, cAMP readout, primary screen, cell-based, HTRF cAMP, PGE2 stimulation; Prostaglandin E2 receptor EP2 subtype (Homo sapiens), P43116; EP2-expressing cells, cAMP HTRF FRET, PGE2 co-stimulation; induction, % at 25 µM; hit rate 0.83% among 260,000; AID 940, 2007;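 active means compounds whose cAMP rise, as percent of the full-agonist control response, exceeds 60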;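 further: rat C6 glioma line stably carrying human EP2 under a CMV promoter; the protocol text gives 20 µM as final concentration; 100% = response of wells given 1 µM PGE2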
PERK inhibitor – block of dimerizer-induced PERK translation repression, primary screen, PERK inhibitor project, CHO PERK-DD cells, SEAP luminescence, HTS; hit rate 0.17% among 220,000; inhibition, % at 5.6 µM; CHO PERK-DD fusion, SEAP luminescence translation reporter; Eukaryotic translation initiation factor 2-alpha kinase 3 (Homo sapiens), Q9NZJ5;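 active means inhibition above the mean inhibition of all tested compounds plus 3 SD, set separately per screening campaign, cut at about 2.9% in these data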;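 further: PERK kinase domain activated by AP20187 dimerizer at 100 nM; 0% = DMSO with dimerizer and 100% = rapamycin at 8.4 µM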
Runt-SMMHC FRET – inhibitors of RUNX1 Runt–CBFb-SMMHC binding, primary screen, biochemical, FRET, Cerulean-Runt, Venus-CBFb-SMMHC, uHTS; Runt-related transcription factor 1 (Homo sapiens) + Core-binding factor subunit beta …; Cerulean-Runt/Venus-CBFb-SMMHC FRET ratio 530/480, 1 h; inhibition, % at 20 µM; hit rate 0.74% among 220,000;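 active means mean inhibition across duplicate retests at 20 µM reaching about 50%, limit read from the data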;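 further: 0% = DMSO wells and 100% = wells with excess untagged CBFb-SMMHC; inhibitors lower the FRET ratio by blocking Runt binding to CBFb-SMMHC; some results filed as inactive read as strong as hits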
An asterisk follows results filed as active; x = not tested or not shown; & = joins results of further samples.

SMILES	Hck-Nef inh	PGE2 EP2 inh	Runt-CBFb FRET	zVAD death inh	RBBP9 inh	TNF death inh	EP2 mod	PERK inhibitor	Runt-SMMHC FRET
N#C/C(=C(/O)c1ccco1)c1nc2ccccc2s1	6.9&0.5	15.4&9.8	0.9&-0.1	0.4&0.1	2.1&2.0	-4.0&-2.7	-25.1&-24.1	2.6&0.2	11.8&3.0
COc1ccc(C2=CSC(/N=C/c3ccc(F)cc3)=NN2)cc1	-0.1	8.3	x	0.4	-1.0	-1.2	-7.5	0.5	46.2
Cc1ccc(C(=O)N/N=C/c2ccc(-c3cccc(C(F)(F)F)c3)o2)cn1	30.0	3.2	0.9	-1.1	-7.7	-14.1	-39.6	0.8	0.8
CCCc1nc(-c2cc3ccc(C)cc3[nH]c2=O)no1	1.2	4.8&8.7	-2.4	-0.1	-6.9	-1.5	3.3&-63.3	-0.1	8.8
O=C(Nc1nc2c(s1)COc1ccccc1-2)c1cccs1	6.1	18.8	-0.4	1.1	-10.4	-3.6	-4.6	1.2	0.4
Cc1cc(C)cc(OC(C)c2ccnc3nc(/N=C/N(C)C)nn23)c1 (stereo unspecified)	1.2	1.9	-0.9	-0.1	0.0	-5.7	3.8	-1.1	1.6
Cc1ccccc1-n1c(SCC(=O)Nc2ccc3c(c2)OCO3)nnc1-c1ccccn1	5.0	7.8	0.8	0.2	-6.2	-1.5	20.8	-1.6	2.4
S=C1NCN(CCc2ccccc2)CN1	16.0	5.2	0.1	-0.1	-4.1	0.5	32.4	1.1	-3.3
COC(=O)c1ccccc1NC(=O)CSc1nnc(CNS(=O)(=O)c2ccc(C)cc2)n1C	1.4	9.6	1.6	1.0	-7.5	-5.0	23.1	0.1	-6.4
O=C(O)CCc1ccc(-c2cccs2)n1NC(=O)c1ccc(O)cc1	8.9	6.9	19.5	0.6	7.8	0.9	22.2	-0.9	16.1
O=C(NC1CCCCC1)C(c1ccc2ncccc2c1)N(Cc1ccccc1)C(=O)c1cccs1 (stereo unspecified)	-1.1	14.9	-1.7	0.5	4.5	-2.9	42.2	-0.7	0.5
CC1CCCCN1CC(=O)Nc1ccc(N2CCCCCC2)cc1 (stereo unspecified)	37.4	12.7	20.0	58.8	-12.6	4.8	-98.6	-0.8	23.3
CCN(C(=O)c1cc2c(=O)[nH]c3ccc(C)cc3c2s1)c1ccccc1C	33.4	11.6	-1.4	22.6	-4.2	3.9	40.1	-1.0	0.8
O=C(O)C1C2C=CC(C2)C1C(=O)NCCCN1CCOCC1 (stereo unspecified)	0.1	19.5	0.8	-0.2	4.3	-2.0	16.1	3.0*	-0.8
CC(C)CC(=O)N1CCN(S(C)(=O)=O)CC1	1.2	26.8	-0.1	0.1	10.0	-0.6	11.0	1.4	1.7
CCC(C)(C)NC(=O)c1ccc(Sc2nncn2C)c([N+](=O)[O-])c1	1.1	4.3	-1.0	-0.1	-12.2	1.2	14.7	-0.5	-46.3
CCC(c1nnnn1Cc1ccco1)N(Cc1cc2cc(OC)ccc2[nH]c1=O)C1CCCCC1 (stereo unspecified)	5.1	12.8	-21.9	-0.3	-9.5	-6.9	x	0.5	-37.1
O=C(CSc1nc(O)c(C2CCCCC2)c(=O)[nH]1)N1CCOCC1	15.7	9.9&12.7	0.8	1.9	0.5	-0.6	17.8&18.6	0.7	-4.4
NC(=O)Cc1ccc(C(=O)c2ccccc2F)s1	10.7	5.1	0.1	-0.1	-8.7	0.2	-6.0	-0.4	-3.8
CCO[C@H]1OC(C(=O)NC2CC2)=C[C@@H](c2csc3ccccc23)[C@@H]1CCCO	-0.4	8.1	-1.8	0.0	-0.8	-1.2	11.4	0.2	1.4
O=S(=O)(c1ccc(S(=O)(=O)N2CCOCC2)cc1)N1CCCC1	19.9	8.6&11.8	x	3.0	-2.5	0.1	-10.0&-7.4	0.1	x
O=C(C(=O)N1CCOCC1)c1c[nH]c2ccccc12	22.3	4.8	1.8	0.6	-2.1	0.5	0.8	0.7	4.1
O=C(O)CCCC(=O)Nc1nc(-c2ccccc2)cs1	0.9	7.3	-1.2	0.2	-8.9	-0.2	19.3	1.8	0.6
O=C(Nc1ccccc1N1CCCC1)c1cccnc1	0.5	7.5	-0.3	0.8	-8.8	0.2	21.1	-0.8	-2.5
CC(C)(C)[C@@H]1C=C(C(=O)NCc2ccccc2)O[C@H](OCc2ccc(CO)cc2)C1	18.5	x	-0.6	0.6	-5.0	3.1	24.6	1.1	-0.9
CN1C2CCC1/C(=C/c1cccn1C)C(=O)/C2=C\c1cccn1C	-3.4	8.3	-2.7	-0.1	-6.0	0.5	36.3	-0.7	-15.7
COc1ccccc1-c1nc2cc3ccccc3cc2nc1-c1ccccc1	1.8	4.4	-13.2	1.7	-7.7	-0.6	27.4	-1.2	-50.4
Cc1ccc(CNc2nc(N)c([N+](=O)[O-])c(NCc3ccccc3)n2)cc1	0.6	9.1	-0.6	0.7	-7.0	1.0	27.5	0.5	3.4
COc1cc(NC(=O)COC(=O)Cc2ccc(-c3ccccc3)cc2)cc(OC)c1	0.8	7.2	-6.5	0.6	-38.9	2.5	-41.1	0.9	-3.9
O=c1[nH]n(-c2ccccn2)c(=O)c2ccccc12	0.9	7.2	2.2	0.1	1.1	-2.1	-14.6	1.1	3.1
Cc1ccc(NC(=O)NCc2ccc3c(c2)OCO3)c(C)c1	20.6	4.4	-0.8	4.4	-4.0	1.4	-6.6	0.8	1.8
COc1cc(/C=N/NC(=O)C(=O)NCC2CCCO2)ccc1O (stereo unspecified)	2.8	6.8	1.8	3.1	-3.5	0.8	9.2	1.2	5.1
COCC(=O)Nc1nnc(COc2ccccc2)s1	4.1	11.8	-0.2	1.5	-1.1	1.2	3.0	-0.3	-2.4
CCCC(=O)N(CCN(C(=O)CCC)c1ccccc1)c1ccccc1	9.1	4.8	-2.5	-0.1	-4.5	-1.7	23.5	-0.5	1.1
CS(=O)(=O)N(CC(=O)N1CCN(c2ccccc2F)CC1)c1cc(C(F)(F)F)ccc1Cl	1.4	8.9	11.0	-0.5	5.4	-0.2	13.8	-1.7	1.1
COc1ccc(CN2CC(C(=O)N3CCOCC3)CC2=O)cc1 (stereo unspecified)	-0.4	x	2.3	0.9	-6.3	1.5	5.6	-1.2	2.0
CC1=NN(CCC#N)C(=O)/C1=C/c1ccc(N(C)C)cc1	9.7	5.6	-17.1	1.3	-11.9	-1.7	-32.2	-0.4	-20.8
CC1CCCN(c2nc3c(c(=O)n(C)c(=O)n3C)n2CCSc2nc3ccccc3s2)C1 (stereo unspecified)	1.5	17.3	-2.3	0.2	-6.5	-2.2	-0.3	-0.4	0.8
CCOC(=O)N1CCC(=NNC(=O)NC2CCCCC2)CC1	3.1	4.2	0.5	0.0	-4.3	-1.0	25.9	1.6	-1.9
N#C/C(=C/c1ccc(OCc2ccc(C(=O)O)cc2)c(Br)c1)c1cccc(F)c1	24.1	7.3	-11.3	-0.2	-2.0	3.1	-38.5	1.5	-32.6
CC1=NNC(=O)C1CC(=O)N/N=C/C(Br)=C/c1ccccc1 (stereo unspecified)	24.7	8.8	-1.3	-0.1	-3.0	-1.2	-37.4	-0.3	-1.3
Cc1cccc(C(C)C)c1NC(=O)CSc1nncn1C	6.0	-1.1	1.0	1.0	-1.9	0.5	0.0	0.7	-6.4
COc1ccc(NS(=O)(=O)c2ccc3nc(COc4ccc(Cl)c(C)c4)[nH]c3c2)cc1	0.1	6.7	2.2	2.8	-45.5	6.2	8.0	-0.5	2.0
CC(C)c1ccc(C(=O)NCCCc2ccccc2)cc1	0.5	4.1	-1.1	0.0	8.7	2.9	-26.1	0.4	1.2
CN(C)CCCNC(=O)/C(=C\c1ccc(-c2ccc(Br)cc2)o1)NC(=O)c1ccccc1	7.0	4.7	0.3	-2.0	1.5	-6.6	-74.8	-0.5	6.9
CCC1=NN(C(=O)COc2ccccc2)C(O)(c2ccncc2)C1 (stereo unspecified)	18.0	16.1	-1.6	3.6	1.0	1.3	14.2	1.2	-1.9
O=C(CSc1nnc(Cc2cccs2)n1Cc1ccco1)Nc1cccc(Cl)c1	-0.3	4.9	11.7	-0.2	-2.8	0.7	11.0	-0.3	7.9
O=C1CCc2cc(S(=O)(=O)N3CCN(c4ccccc4F)CC3)ccc2N1	0.6	11.3	-3.0	-0.7	-0.4	-2.8	-33.4	-0.6	0.7
CSc1nc2ccc(NC(=O)c3cc4ccccc4o3)cc2s1	-0.3	11.7	-0.6	1.0	-7.2	-0.1	12.7	0.1	-1.4
O=C(N/N=C/c1ccc(O)c2ncccc12)c1cccc(Br)c1	17.7	7.2	-168.0	11.8	-1.6	-14.4	-42.8	-0.6	-180.5
Cc1ccc(C(=O)NC2CCCCNC2=O)cc1C (stereo unspecified)	-17.4	16.4	0.6	-0.1	-8.3	1.0	5.4	-0.4	2.6
CN(C)S(=O)(=O)N1C(=O)c2ccccc2C1=O	17.6	2.2	0.1	0.1	-9.9	0.2	12.2	-0.1	0.0
COc1ccc(C(CCNCc2ccccc2)c2ccc(F)cc2)cc1 (stereo unspecified)	1.7	2.3	-0.5	25.2	-3.3	8.5	5.6	-0.2	4.5
COc1ccc(OCCCC(=O)Nc2cc([N+](=O)[O-])ccc2C)cc1	-0.3	9.1	-1.2	0.5	-1.2	-2.0	-17.9	0.8	-5.4
CC(=O)Nc1cccc(C(=O)O)n1	18.9	8.0	1.3	2.1	-11.7	0.6	26.4	0.4	1.6
CN1C=CC=C/C1=C1\SC(=S)N(C2CCCCC2)C1=O	-3.6	7.5	0.9	0.4	-6.7	-0.6	-14.0	0.9	-6.1
Nc1cc(=O)[nH]c(SCC(=O)Nc2cc([N+](=O)[O-])ccc2Cl)n1	22.3	5.6	0.9	1.8	-9.5	-0.5	27.4	0.9	0.5

Source: PubChem BioAssay

The list is partial; the hit share may differ from the screen's.
